Source: PubChem (National Center for Advancing Translational Sciences (NCATS))
D2 antagonist = HTS Assay for Allosteric Antagonists of the Human D2 Dopamine Receptor: Primary Screen for Antagonists; D(2) dopamine receptor (Homo sapiens), P14416; inhibition, % at 10 µM; HEK293 TREx D2 cells, calcium flux, dopamine EC80; actives 2% (n = 340,000); in the data active = inhibition above about 30%; note: 0% is about no effect
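Inhibition of EC80 dopamine-driven calcium flux, recorded kinetically, defines activity here; cells are a tetracycline-induced HEK293 T-REx line expressing force-coupled D2.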
D2 ag = HTS Assay for Allosteric Agonists of the Human D2 Dopamine Receptor: Primary Screen for Agonists. D(2) dopamine receptor (Homo sapiens), P14416. HEK293 T-REx D2 cells, calcium flux agonist mode. activation, % at 2 µM. actives 0.53% (n = 340,000). AID 485358, 2010;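 active = activation over 3 SD above normal in the single-dose calcium agonist read, cut at about 30% in these data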; note: 0% is about no effect
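Calcium-flux readout, 1 cycle/sec over 180 s following compound pin transfer, in inducible HEK293 Trex D2 cells (force-coupled); dopamine controls included. Positive calcium responses during this window marked compounds as potential agonists.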
TRHR PAM = qHTS for Small Molecule Agonists and Allosteric Enhancers of Human TRH Receptor: Primary Screen for Enhancers; Thyrotropin-releasing hormone receptor (Homo sapiens), P34981; TRHR cells, fluo-8 calcium fluorescence, EC20 TRH enhancement; enhancement, % at 2 µM; actives 0.66% (n = 360,000); in the data active = enhancement above about 30%; note: 0% is about no effect
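Enhancer read-out: after compound pinning and an initial kinetic agonist-mode read, an EC20 of TRH (10 nM final) was injected and fluo-8 calcium signal (Ex 480/Em 530) followed at 1 s/cycle for 100 cycles in TRHR-expressing cells.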
D1 agonist = Allosteric Agonists of the Human D1 Dopamine Receptor: qHTS | activation, % at 2 µM | actives 1% (n = 360,000) | HEK293 T-REx D1 cells, calcium flux, agonist mode; note: 0% is about no effect
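Inducible HEK293 T-REx D1 cells, force-coupled to calcium signalling, were plated at 4000 cells/well with tetracycline and held overnight at 30 C. After no-wash calcium dye loading, compound-evoked calcium rise over 180 s flagged agonists.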
D1 PAM = Potentiators of Human D1 Dopamine Receptor: qHTS. D(1A) dopamine receptor (Homo sapiens), P21728. potentiation, % at 10 µM. AID 504651, 2011. actives 0.036% (n = 360,000). HEK293 TREx D1 cells, calcium flux, dopamine EC20 potentiation; in the data active = potentiation above about 30%; note: 0% is about no effect
RXFP1 antag = qHTS Assay for Antagonists of the Relaxin Receptor RXFP1 | Relaxin receptor 1 (Homo sapiens), Q9HBX9 | HEK293-RXFP1, relaxin-stimulated cAMP HTRF, 30 min; hits give low values | activity change, negative = inhibition, % at 57.5 µM | actives 0.59% (n = 350,000);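 active = activity change of -60% or lower, but not beyond a set lower limit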; note: % is set by controls: 0 for no effect and ±100 for the full control effect
Target sequence (Q9HBX9 whole entry, looked up): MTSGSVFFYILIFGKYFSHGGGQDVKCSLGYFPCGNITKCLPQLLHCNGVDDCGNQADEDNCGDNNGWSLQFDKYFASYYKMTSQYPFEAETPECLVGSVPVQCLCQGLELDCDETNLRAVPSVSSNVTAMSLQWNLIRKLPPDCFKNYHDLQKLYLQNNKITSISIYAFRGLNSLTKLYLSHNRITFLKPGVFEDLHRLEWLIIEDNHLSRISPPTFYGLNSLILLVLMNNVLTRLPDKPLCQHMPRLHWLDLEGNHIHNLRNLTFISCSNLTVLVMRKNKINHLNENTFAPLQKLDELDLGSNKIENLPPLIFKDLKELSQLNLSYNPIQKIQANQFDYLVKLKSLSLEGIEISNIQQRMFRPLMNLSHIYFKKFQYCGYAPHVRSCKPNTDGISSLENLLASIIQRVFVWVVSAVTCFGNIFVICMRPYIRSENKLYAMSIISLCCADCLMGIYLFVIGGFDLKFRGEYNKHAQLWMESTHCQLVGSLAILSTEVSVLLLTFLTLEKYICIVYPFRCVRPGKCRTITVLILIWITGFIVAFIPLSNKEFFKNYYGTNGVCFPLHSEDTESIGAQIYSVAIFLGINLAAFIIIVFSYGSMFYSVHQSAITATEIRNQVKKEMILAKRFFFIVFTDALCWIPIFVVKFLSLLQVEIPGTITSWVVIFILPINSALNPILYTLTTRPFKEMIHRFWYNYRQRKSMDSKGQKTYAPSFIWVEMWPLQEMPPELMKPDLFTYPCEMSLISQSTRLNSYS
D1 antag = Antagonist of Human D 1 Dopamine Receptor: qHTS | HEK293 TREx D1 cells, calcium flux, dopamine EC80; hits give low values | activity change, negative = inhibition, % at 10 µM | actives 3.2% (n = 360,000) | AID 504652, 2011; in the data active = activity change below about -30%; note: % is set by controls: 0 for no effect and ±100 for the full control effect
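Inducible Hek293 Trex D1 cells (tetracycline, overnight, 30 C). Calcium dye 30–90 min RT. Antagonist mode: EC80 dopamine added after 180 s compound read.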
D2 PAM = HTS Assay for Positive Allosteric Modulators of the Human D2 Dopamine Receptor: Primary Screen for Potentiators; HEK293 T-REx D2, calcium flux, EC20 dopamine potentiation; potentiation, % at 10 µM; actives 0.34% (n = 340,000); AID 485347, 2010;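 active = potentiation over 3 SD above the plate norm, cut at about 30% in these data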; note: 0% is about no effect
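Using a no-wash calcium dye in inducible, force-coupled HEK293 Trex cells expressing D2, we tracked fluorescence each second for 180 s after compound, then for 180 s after EC20 dopamine to detect augmented signalling.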
TRHR agonist = qHTS for Small Molecule Agonists and Allosteric Enhancers of Human TRH Receptor: Primary Screen for Agonists; Thyrotropin-releasing hormone receptor (Homo sapiens), P34981; TRHR cells, calcium flux fluo-8, FDSS agonist mode; activation, % at 2 µM; actives 0.18% (n = 360,000); AID 493084, 2011; note: 0% is about no effect
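TRHR-expressing cells, plated overnight in medium with 10% serum, were loaded with fluo-8 calcium dye at room temperature. After a 10 s baseline, library compound was pin-added and calcium release was recorded kinetically (ex 480/em 530) as agonist response.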
Starred values were filed as active, the others as inactive; · = not tested or not shown; & = joins results of further samples; ! = repeats disagree. Cut-off read from the data, not from the text of the source, unless noted: active = activation above about 30%; inactive = the rest.

Structure	D2 PAM	D1 PAM	D1 antag	TRHR PAM	D2 antagonist	RXFP1 antag	TRHR agonist	D1 agonist	D2 ag
COc1ccc(OC)c(NC(=O)N2CCC3(CC2)Oc2ccccc2C(=O)N3Cc2ccccc2F)c1	16.7	-0.3	3.0	-0.8	·	-0.1	0.1	-1.4	-0.1
CN1CCC(NC(=O)CCc2ccccc2)CC1	-5.6	-3.4	3.8	-1.3	4.6	-1.4	0.7	3.0	0.5
CCCCCc1nnc(NC(=O)C(=O)OCC)s1	-3.1	-4.5	-2.8	-1.4	-15.9	-12.7	0.3	2.0	-0.1
O=C(O)CCc1ccc(S(=O)(=O)Nc2cc(C(F)(F)F)ccc2N2CCCC2)cc1	18.4	-2.0	4.2	7.4	-0.2	-16.3	-0.3	0.6	8.3
CCOC(=O)C(NC(=O)NC1CCCCC1)(c1ccccc1)C(F)(F)F (stereo not drawn)	·	-8.1	8.0	-1.5	·	-25.9	-0.3	5.4	·
O=c1[nH]cnc(O)c1C(c1cccc([N+](=O)[O-])c1)c1c(O)nc[nH]c1=O	-6.7	-3.0	-5.9	-2.2	3.7	-10.4	-0.2	2.7	0.8
CCCCCc1c(O)nc(SCCN(CC)CC)[nH]c1=O	-7.1	8.7	-6.7	1.4	1.6	-3.2	-0.1	0.7	2.6
O=C(Nc1ccc(N2CCOCC2)c2nonc12)C1CCCC1	9.8	-3.9	·	0.0	-14.5	2.5	-0.2	0.3	0.2
CN(C(=O)c1ccccn1)c1nnc(-c2cccnc2)s1	9.7	1.5	-6.3	8.1	10.2	-0.4	-0.4	1.0	-1.1
CCOc1cc(CNC(=O)CCCn2c(=O)c3cccn3c3cccnc32)cc(OCC)c1OCC	5.3&2.7	-5.0&-2.7	-33.0*!	-3.4&-2.3	-2.1	12.5&18.4	1.2&-2.6	0.2&0.3	0.0&0.5
CC1(C)C(C=C(Cl)Cl)C1C(=O)N/N=C/c1ccccc1F (stereo not drawn)	11.2	0.3	2.9	-15.8	59.9*	-10.7	-0.8	11.6	1.2
Cc1ccccc1S(=O)(=O)N1[C@@H](c2ccc(F)cc2)C(C(=O)O)=CC[C@H]1c1ccc(Cl)cc1	11.8	-4.7	-5.5	-3.1	3.5	·	-0.5	0.4	-0.9
Cc1ccc(-n2ncc3c(NNC(=O)c4ccco4)ncnc32)cc1C	6.1	-4.3	-0.7	0.4	-13.5	-3.6	-0.1	4.0	0.5
CCCCCCCC(=O)N/N=C/c1ccncc1	·	7.0	0.5	-2.9	·	-10.3	-0.6	2.3	·
Cc1ccc(Sc2ncccc2C(=O)NCC(c2ccc(F)cc2)N2CCOCC2)c(C)c1 (stereo not drawn)	·	-1.5	-7.9	-3.2	·	-18.3	0.4	6.4	·
O=C(NCC(=O)N1CCCCCCC1)c1ccco1	8.6	4.2	-11.9	4.9	16.5	3.9	1.2	2.2	0.3
CCOC(=O)c1c(NC(=O)COc2cccc(C)c2C)sc2c1CCCCC2	-5.6	3.6	-44.0*	9.0	·	-0.9	-1.6	1.4	·
Cc1ccc(S(=O)(=O)N2CCC(C(=O)OCC(=O)N3CC(=O)Nc4ccccc43)CC2)cc1	9.5	-3.9	9.6	-11.6	·	-19.2	-0.3	0.7	·
COc1ccc(C(CNC(=O)c2ccccc2SC)N(C)C)cc1 (stereo not drawn)	-18.6	-5.7	0.8	10.9	-19.9	7.2	0.9	-2.3	0.0
O=C(CSc1nnc(SCc2ccc(F)cc2)s1)Nc1ccc(C(=O)O)cc1	-2.5	1.5	6.9	0.0	14.2	-21.5	0.2	0.5	1.8

D1 antag: what is marked active above.
Compound	D2 PAM	D1 PAM	D1 antag	TRHR PAM	D2 antagonist	RXFP1 antag	TRHR agonist	D1 agonist
CCOc1cc(CNC(=O)CCCn2c(=O)c3cccn3c3cccnc32)cc(OCC)c1OCC	5.3&2.7	-5.0&-2.7	-33.0*!	-3.4&-2.3	-2.1	12.5&18.4	1.2&-2.6	0.2&0.3
CCOC(=O)c1c(NC(=O)COc2cccc(C)c2C)sc2c1CCCCC2	-5.6	3.6	-44.0*	9.0	·	-0.9	-1.6	1.4

The list continues:
Structure	D2 PAM	D1 PAM	D1 antag	TRHR PAM	D2 antagonist	RXFP1 antag	TRHR agonist	D1 agonist	D2 ag
Cc1ccc(-n2nc3c(c2NC(=O)c2ccc4c(c2)OCO4)CSC3)cc1	-12.1	2.2	-14.6	-2.9	22.5	-7.4	0.8	5.8	1.4
COC(=O)c1c(NC(=O)CN2C(=O)NC3(CCC(C(C)(C)C)CC3)C2=O)sc2c1CCCCC2 (stereo not drawn)	7.4	9.0	8.3	-12.4	-3.0	-14.3	-0.3	2.3	-0.6
CC(OC(=O)c1nn(C)c(=O)c2ccccc12)C(=O)Nc1ccc(S(N)(=O)=O)cc1 (stereo not drawn)	0.6	1.9	6.9	-6.0	0.2	-17.4	-0.1	3.3	-1.6
Cc1ccc([N+](=O)[O-])c(NC(=O)COC(=O)C2CC3CCCC(C2)C3=O)c1C (stereo not drawn)	-3.7	2.7	-12.8	4.3	36.4*	6.8	0.2	4.0	0.3
CCOc1ccccc1NC(=O)CN(c1nccs1)S(=O)(=O)c1ccc(N)cc1	3.9	-0.7	9.1	1.8	-2.4	6.1	-0.3	3.4	-0.5
Cc1ccccc1OCc1nc(-c2ccc(NC(=O)c3ccco3)cc2)no1	42.6*	-0.2	-15.6	4.6	-31.4	-5.2	-0.9	6.3	-1.5
CS(=O)(=O)N(Cc1nnc(-c2cccs2)o1)c1ccc(Cl)cc1F	6.6	-3.8	3.8	-2.5	8.9	-1.0	0.8	6.2	-1.4
CC1(c2ccc(OC(F)F)cc2)NC(=O)N(CC(=O)c2ccc3c(c2)OCO3)C1=O (stereo not drawn)	3.1	0.4	-43.2*	-11.0	6.6	-0.7	7.9	46.5*	8.4
COc1ccc(NC(=O)c2cccc([N+](=O)[O-])c2)cc1	20.3	-14.3	-19.8	11.5	4.6	1.9	-0.7	5.0	-1.5
CCS(=O)(=O)N1Cc2ccccc2CC1C(=O)NCCc1c[nH]c2ccccc12 (stereo not drawn)	·	-5.8	17.7	0.7	10.2	-7.7	-0.7	1.6	-3.2
N=c1sccn1CC(=O)Nc1ccccc1Cc1ccccc1	-10.6	-3.5	11.1	-24.7	3.1	-11.7	0.1	6.8	0.5
Cc1cc(C)c2c(=O)[nH]c(SCc3ccccc3)nc2n1	2.1	-1.1	-0.4	11.6	4.7	3.3	-1.8	1.5	1.8
COc1ccc(C(=O)c2cn(Cc3ccc(C)cc3)c3cc4c(cc3c2=O)OCO4)cc1	-1.9	-4.0	10.4	5.3	·	-29.8	-0.2	19.7	-0.3
O=C(c1ccc(-c2ccccc2Cl)o1)N1CCN(S(=O)(=O)c2cccs2)CC1	-3.0	-3.3	-2.5	2.3	-4.8	-10.1	1.1	3.9	0.2
COc1ccc(-c2cc([C@H]3[C@@H]4C=CCC[C@@]4(C)C(=O)N3Cc3ccccc3)ccc2F)cc1	2.8	-1.2	-13.9	0.9	12.7	·	0.5	9.1	0.0
Cc1nn(C)c(C)c1CCC(=O)N1CCCC(N2CCN(c3ccc(F)cc3)CC2)C1 (stereo not drawn)	-2.4	-0.7	-26.5	-3.9	3.8	-9.6	-0.4	7.2	-0.5
Cc1ccc(S(=O)(=O)C2CS(=O)(=O)CC2O)cc1 (stereo not drawn)	1.6	-1.2	2.5	-4.7	9.5	25.6	-0.9	3.7	0.4
O=C(CN1CCCCC1)Nc1cccc(-n2cnnn2)c1	-13.9	-1.8	3.2	-1.0	27.1	-13.9	0.8	2.0	0.6
CCOCc1nnc(NC(=O)CSc2ccc(C)cc2)s1	-9.8	-2.5	0.2	1.3	1.1	-2.9	-0.3	9.9	-0.4
O=C(CN(Cc1ccc(Cl)cc1)C(=O)CNS(=O)(=O)c1ccc(F)cc1)NCC1CCCO1 (stereo not drawn)	-1.6	-5.2	3.7	-2.5	-5.3	4.3	0.3	0.2	1.5
Fc1ccc(-n2nc(-c3ccccc3)c3cnc4ccccc4c32)cc1Cl	3.7	0.3	-4.2	7.5	·	-10.6	-0.8	1.4	0.1
CNC(=O)c1cc2cc(Cc3ccccc3Cl)ccc2oc1=O	12.1	-2.6	-15.8	2.7	11.2	-19.4	-0.9	2.1	0.9
O=C1CC(c2cccs2)c2ccc3ccccc3c2N1 (stereo not drawn)	1.4	-2.5	-27.5	3.1	1.8	0.9	-0.5	0.9	-0.6
O=C(Nc1ccon1)c1ccc(Cl)s1	6.6	2.4	-7.9	-6.1	-0.6	-8.2	-0.4	4.5	-0.2
CN(C)Cc1nc2c(c(=O)[nH]1)C(C)(C)Cc1ccccc1-2	8.6	-4.9	-4.0	18.4	8.0	-7.7	0.0	8.5	1.1
COc1cccc(CNc2ccc(S(N)(=O)=O)cc2)c1OC	-6.4	-1.1	3.6	-2.9	-1.8	-7.4	-0.1	2.6	0.3
COc1ccc(C=Nc2ccc3[nH]ncc3c2)c(O)c1	1.2	-2.5	10.8	-0.7	·	6.0	0.3	1.4	·
CC(=O)c1cccc(S(=O)(=O)N2CCC(C(=O)O)CC2)c1	-0.1	-4.5	27.0	16.7	-23.1	0.4	0.4	3.0	1.9
Nc1nc(-c2cccc(F)c2)cs1	8.9	-4.1	17.1	22.4	-1.1	-0.6	1.4	1.3	0.6
Cc1cc2c(cc1C)NC(CC(=O)Nc1ccccc1)C(=O)N2 (stereo not drawn)	10.4	-1.3	1.5	1.3	·	·	0.4	5.1	·
O=C(/C=C/c1ccccc1)Oc1coc(CSc2ncccn2)cc1=O	18.5	12.5	11.8	14.1	-1.9	-31.5	0.2	1.0	-0.6

Compound profiles, as listed above. Screens in order: D2 PAM	D1 PAM	D1 antag	TRHR PAM	D2 antagonist	RXFP1 antag	TRHR agonist	D1 agonist	D2 ag
`O=C1CC(c2cccs2)c2ccc3ccccc3c2N1` (stereo not drawn) is listed with 1.4	-2.5	-27.5	3.1	1.8	0.9	-0.5	0.9	-0.6
`Cc1cc2c(cc1C)NC(CC(=O)Nc1ccccc1)C(=O)N2` (stereo not drawn) is listed with 10.4	-1.3	1.5	1.3	·	·	0.4	5.1	·
`CC(=O)c1cccc(S(=O)(=O)N2CCC(C(=O)O)CC2)c1` is listed with -0.1	-4.5	27.0	16.7	-23.1	0.4	0.4	3.0	1.9

Compounds were not picked by outcome, and some 7.1% of all compounds hit somewhere here.
